# Screens from PubChem BioAssay.
# bIAP inh: intestinal alkaline phosphatase (bovine) inhibition; purified bovine IAP, CDP-star luminescence, 30 min; inhibition, % at 20 µM; 190,000 tested, under 10 active;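 active means over 50% inhibition of intestinal alkaline phosphatase at 20 µM in the single-dose screen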
#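 System: Purified bovine intestinal alkaline phosphatase (IAP) enzyme | Input: IAP diluted 1/65,000,000 in the well | Also added: CDP-star chemiluminescent phosphatase substrate, 30 µM final | Dosing: 20 µM single dose | Times: Enzyme reaction for 30 min at room temperature | Detection: Luminescence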
# TNAP act hi DEA: activators of human TNAP at high phosphate acceptor concentration; P05186; purified TNAP, CDP-star luminescence, 1 M DEA, 30 min; hits give high values; 0 = EDTA background, 1 = DMSO-only activity; activation factor at 20 µM; 200,000 tested, under 10 active;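 active means activation factor at least 2 at 20 µM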
# Target sequence (P05186 whole entry, looked up): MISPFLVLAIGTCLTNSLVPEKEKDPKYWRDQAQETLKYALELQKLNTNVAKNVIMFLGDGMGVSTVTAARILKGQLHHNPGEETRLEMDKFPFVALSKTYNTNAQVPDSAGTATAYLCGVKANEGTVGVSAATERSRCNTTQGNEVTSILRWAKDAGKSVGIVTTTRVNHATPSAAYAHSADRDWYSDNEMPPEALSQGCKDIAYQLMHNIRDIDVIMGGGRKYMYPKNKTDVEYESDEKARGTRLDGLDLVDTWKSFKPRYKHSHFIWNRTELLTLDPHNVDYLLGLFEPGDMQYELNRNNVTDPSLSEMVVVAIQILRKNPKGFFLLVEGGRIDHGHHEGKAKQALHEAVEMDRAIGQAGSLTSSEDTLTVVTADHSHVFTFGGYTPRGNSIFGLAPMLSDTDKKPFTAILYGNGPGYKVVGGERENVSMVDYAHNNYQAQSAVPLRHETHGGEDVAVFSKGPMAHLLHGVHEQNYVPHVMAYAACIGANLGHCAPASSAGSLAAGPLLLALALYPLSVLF
#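 Assay system: human TNAP; Input: enzyme diluted 1/800 final; Reagent: CDP-star luminogenic substrate at 100 µM final; Timing: 30 min, room temperature; Signal: luminescence; Evaluation: TNAP activation factor scaled between EDTA and DMSO control wells.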
# bIAP act: increases bovine intestinal alkaline phosphatase activity; purified bovine IAP, CDP-star luminescence, 30 min; hits give high values; fold of DMSO-control signal, blank-subtracted; activation factor at 20 µM; actives 0.17% (n = 200,000); AID 1016;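 active means activation factor of 2 or more at 20 µM, a signal rise over negative controls twice the positive control's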
# Diaph act CS: activates diaphorase or chemically reduces, flagging diaphorase assay artifacts; activation factor at 20 µM; actives 0.005% (n = 190,000); Diaphorase/resazurin coupled assay, resorufin fluorescence, 16 min; hits give high values; 1 = vehicle wells, 0 = NADH-free wells; AID 1229;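 active means diaphorase activity raised at least twofold by the compound at 20 µM; inactive means activation factor below 2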
#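 Test system: Clostridium kluyveri diaphorase, purified enzyme. Buffer or medium: 50 mM HEPES pH 7.4 buffer plus MgCl2 and Tween 20. Also added: 0.114 mM NADH and 0.1 mM resazurin, final amounts. Dosing: compound 20 µM once, DMSO 1%. Schedule: 16 min enzyme reaction, ambient temperature. Detection: fluorescence of resorufin, 544 nm excitation, 590 nm emission.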
# PMI act satM6P: activators of human phosphomannose isomerase at near-saturating mannose 6-phosphate; P34949; coupled PMI enzyme assay, resazurin fluorescence, 20 min; hits give high values; 1 = untreated enzyme, 0 = substrate-free blank; activation factor at 20 µM; actives 0.34% (n = 190,000); AID 1216;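 active means activation factor of 2 or more at 20 µM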
# Target sequence (P34949 whole entry, looked up): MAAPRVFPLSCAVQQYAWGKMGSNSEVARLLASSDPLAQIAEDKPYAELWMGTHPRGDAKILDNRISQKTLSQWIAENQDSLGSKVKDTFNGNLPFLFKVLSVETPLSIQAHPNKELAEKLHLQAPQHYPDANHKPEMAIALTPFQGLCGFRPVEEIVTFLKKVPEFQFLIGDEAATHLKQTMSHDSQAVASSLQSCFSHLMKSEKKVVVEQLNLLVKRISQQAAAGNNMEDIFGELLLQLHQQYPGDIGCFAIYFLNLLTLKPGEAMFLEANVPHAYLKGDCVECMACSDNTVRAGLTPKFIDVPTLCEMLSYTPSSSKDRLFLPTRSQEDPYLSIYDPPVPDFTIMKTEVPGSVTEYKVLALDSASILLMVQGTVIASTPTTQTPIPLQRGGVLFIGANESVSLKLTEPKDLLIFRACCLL
#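 Material: human phosphomannose isomerase with PGI, G6PDH, diaphorase coupling enzymes; amount: PMI at 15 ng/mL final; also added: Mannose-6-phosphate 1.0 mM (near-saturating) plus 0.22 mM NADP+; incubation: enzyme reaction with compound 20 min at room temperature; signal: resorufin fluorescence (Ex 544/Em 590 nm) from resazurin via diaphorase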
# L major viab: Leishmania major promastigote growth inhibition. actives 9% (n = 200,000). AID 1063. inhibition, % at 10 µM. Leishmania major promastigotes, resazurin fluorescence viability; in the data active means inhibition above about 50%;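 further: promastigotes grown with compound for 44 hours at 28 °C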
# PMI act: activators of human phosphomannose isomerase; P34949; purified human PMI, coupled resazurin fluorescence, 20 min; hits give high values; 1 = vehicle control, 0 substrate-free wells; activation factor at 20 µM; actives 0.005% (n = 190,000); AID 1214;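 active means activation factor of 2 or more at 20 µM, relative to plate controls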
# TNAP inh hiacc: blocks human TNAP under high phosphate acceptor concentration; P05186; purified TNAP, CDP-star luminescence, 1 M DEA; inhibition, % at 20 µM; actives 0.03% (n = 200,000);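 active means over 50% inhibition of tissue-nonspecific alkaline phosphatase at 20 µM in the single-dose screen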;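 further: plate controls were DMSO wells for no effect and EDTA-quenched wells as full inhibition for full effect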
# TNAP inh no acc: TNAP (human) inhibition, acceptor-free conditions | actives 0.26% (n = 200,000) | inhibition, % at 20 µM | purified TNAP, CDP-star luminescence, 30 min;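 active means tissue-nonspecific alkaline phosphatase inhibition above about 50% at 20 µM in the single-dose screen, limit read from the data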;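 further: 0% = DMSO negative control and 100% = EDTA positive control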
# Diaphorase inh: counter-screen for diaphorase-based assays: diaphorase inhibitors and chemical oxidizers. AID 1217. diaphorase resazurin-to-resorufin fluorescence, NADH, 16 min; bacterial (C. kluyveri) enzyme, not human. actives 0.69% (n = 190,000). inhibition, % at 20 µM;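 active means primary screen inhibition at 20 µM above a set limit, cut at about 50% in these data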;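 further: plate controls were DMSO with full reaction for no effect and wells lacking NADH for full effect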
#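 Assay system: diaphorase enzyme from Clostridium kluyveri; Input: enzyme working solution with 0.14 U/mL diaphorase; Timing: 16 min at room temperature; Technique: resorufin fluorescence, excitation 544 nm, emission 590 nm; Benchmarks: positive control minus NADH, DMSO neutral control.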
# * hit, by the source's call; nt = no result given. This is a random part of the collection; 10% or so of the library scored in one or more.
SMILES,bIAP inh,TNAP act hi DEA,bIAP act,Diaph act CS,PMI act satM6P,L major viab,PMI act,TNAP inh hiacc,TNAP inh no acc,Diaphorase inh
CCCCN(C(=O)CSc1nnc(Nc2ccc(C)c(C)c2)s1)c1c(N)n(Cc2ccccc2)c(=O)[nH]c1=O,-20,1.1,1.2,1,1,2,0.9,-7,-12,0
CCOc1ccc(Cc2nn[nH]n2)cc1,-6,1,1.1,0.8,1,5,0.9,0,-5,17
CCOC(=O)CSCC(=O)N1N=C(c2cccs2)CC1c1ccc(F)cc1 (configuration not stated),-4,1,1,1,1.1,11,1,-2,-91,3
Cc1nn(C(C)(C)C)c(OC(=O)c2ccc3c(c2)OCO3)c1Sc1ccccc1,2,1,1,0.9,1,8,0.9,0,3,14
O=C(c1nc2nc(-c3ccccc3)cc(C(F)(F)F)n2n1)N1CCCCC1,-4,1,1,0.9,1,8,0.9,0,-1,6
CC(=O)N1CCc2ccc(S(=O)(=O)Nc3ccccc3Cl)cc21,3,1,1,1.1,1.2,1,1.1,-4,-9,-14
Cc1cc(NC(=O)NC(=O)c2cccc(OC(F)(F)C(F)F)c2)n[nH]1,-4,1,1,0.9,0.9,-2,0.9,-5,-7,14
O=C(C1CCOCC1)N1CCC(CO)(CCc2ccccc2)CC1,11,1,0.9,0.8,0.9,-8,0.9,-4,-11,18
CC1CCN(c2nc3nonc3nc2N2CCC(C)CC2)CC1,5,1,0.9,0.8,0.8,26,0.8,1,-6,19
N#Cc1c(N)nc2c(c1-c1cccc(O)c1)CCCCCC2,4,1.1,1,0.8,0.9,21,0.8,-5,5,25
Cc1ccc2c(c1)CCCN2C(=O)c1c(C)noc1C,1,1,1,0.8,0.9,-2,0.9,-2,-7,15
COc1ccccc1CNCc1cc(OC)c(OC)cc1OC,-3,1,1,0.9,1,-2,0.9,2,-4,10
COc1ccccc1NC(=O)Cn1nc(C(F)(F)F)c2c1CCCC2,12,1.1,0.9,1,1.1,24,1,-6,1,-4
O=C(COc1ncnc2ccccc12)N1CCN(C(=O)c2ccco2)CC1,10,1.1,0.9,0.9,1,-1,1,-9,-6,14
COc1ccc(CNc2nc3ccccc3n2Cc2ccc(Cl)cc2)cc1OC,8,1.1,0.9,0.8,0.8,9,1,-5,-8,24
CCCc1ccc(OCc2ccc(C(=O)OC)o2)c(OC)c1,5,1,1,0.9,0.9,6,0.9,0,-6,10
CC(=O)Nc1ccc2nc(-c3cccs3)[nH]c2c1,22,1.1,0.8,0.7,0.9,8,0.9,-6,-19,27
O=C(Nc1ccc2c(c1)CCC2)c1cccc(F)c1,-8,1,1.1,1,1,83*,1.1,1,-3,-4
Nc1nnc(-c2cccc([N+](=O)[O-])c2)s1,1,1,1,0.8,1,9,0.9,-3,-9,23
COC(=O)CSC(=S)N1C(C)CCCC1C (configuration not stated),10,1,0.9,0.9,1,-4,1,-5,-12,7
CN(C)c1ccc(NC(=O)/C=C/c2c(Cl)cccc2Cl)cc1,20,0.9,0.8,1,1,-6,0.9,6,-8,3
CC1(c2ccc(Cl)cc2Cl)OCC(Cn2ccnc2)O1 (configuration not stated),10,1,0.9,0.9,1,50,1,-5,14,12
CN(C)CCNC(=O)COc1cccc2c1OC(C)(C)C2,-5,1,1,1,1,0,1,-1,-6,4
CCOc1ccc(C(=O)N(C)C2CCS(=O)(=O)C2)cc1 (configuration not stated),10,1.1,0.9,0.9,1,-8,1,-5,-15,11

# Only TNAP inh hiacc, PMI act and TNAP act hi DEA, for some of the entries so far:
Molecule	TNAP inh hiacc	PMI act	TNAP act hi DEA
COC(=O)CSC(=S)N1C(C)CCCC1C (configuration not stated)	-5	1	1
CN(C)c1ccc(NC(=O)/C=C/c2c(Cl)cccc2Cl)cc1	6	0.9	0.9
CC1(c2ccc(Cl)cc2Cl)OCC(Cn2ccnc2)O1 (configuration not stated)	-5	1	1
CN(C)CCNC(=O)COc1cccc2c1OC(C)(C)C2	-1	1	1

# (next part)
SMILES,bIAP inh,TNAP act hi DEA,bIAP act,Diaph act CS,PMI act satM6P,L major viab,PMI act,TNAP inh hiacc,TNAP inh no acc,Diaphorase inh
CCC(C)(C)NC(=S)Nc1ccccc1C,-4,1,1,0.9,1.1,8,1,-4,-10,12
CCOC(=O)c1c(NC(=S)NC(=O)c2ccc(Cn3cc(Cl)cn3)o2)sc2c1CCCCC2,9,1,0.9,0.8,0.9,-1,0.8,-1,-1,17
COCCNCC#CCOc1ccc(OC)cc1,6,1,0.9,0.8,0.9,-3,0.8,-4,-12,16
CCc1nnc(NC(=O)CSc2nnc(CNc3ccc(Cl)cc3)o2)s1,3,1,1,0.8,0.9,-7,0.9,0,-1,19
COCCNC(=O)COC(=O)c1cccnc1SC,-22,1,1.2,1.1,1.1,-5,1.1,0,-1,-5
C#CCn1c(=NC(=O)CN2C(=O)CCC2=O)sc2cc(S(N)(=O)=O)ccc21,4,1,1,0.8,1,-7,0.9,-3,-17,18
Cc1c(C(=O)O)oc2ccc(S(=O)(=O)NCCC3=CCCCC3)cc12,-17,1,1.2,0.9,1,0,1.1,4,-1,11
CCC(NS(=O)(=O)c1ccc(OC)cc1)C(=O)O (configuration not stated),6,1,0.9,0.9,0.9,-4,0.9,-3,-5,10
C/C(=N\N)c1c(-c2ccccc2)c2cc(Br)ccc2[nH]c1=O,4,1,1,0.9,1.1,-2,1,-1,9,10
CCOC(=O)CN(C(=O)CNC(=O)c1ccco1)C(C(=O)NC1CCCC1)c1ccccc1OCC (configuration not stated),-2,1.1,1,0.8,1,-4,1,-8,-14,16
O=C1CCCN1CCCN1C(=O)N[C@@H](Cc2ccccc2)C1=O,8,1.1,0.9,0.9,0.9,-5,1,-9,-11,14
COc1ccccc1N1CCN(C/C(C)=C/c2ccccc2)CC1,4,1,1,0.9,1,10,0.9,0,-5,7

# An excerpt from above in order of the TNAP inh no acc value, ascending.
compound	bIAP inh	TNAP act hi DEA	bIAP act	Diaph act CS	PMI act satM6P	PMI act	TNAP inh hiacc	TNAP inh no acc
CCOC(=O)CSCC(=O)N1N=C(c2cccs2)CC1c1ccc(F)cc1 (configuration not stated)	-4	1	1	1	1.1	1	-2	-91
CN(C)CCNC(=O)COc1cccc2c1OC(C)(C)C2	-5	1	1	1	1	1	-1	-6
COc1ccccc1CNCc1cc(OC)c(OC)cc1OC	-3	1	1	0.9	1	0.9	2	-4

# The results go on:
SMILES,bIAP inh,TNAP act hi DEA,bIAP act,Diaph act CS,PMI act satM6P,L major viab,PMI act,TNAP inh hiacc,TNAP inh no acc,Diaphorase inh
COc1ccc(-c2nnn(CC(=O)NCc3cccs3)n2)cc1OC,1,1,1,1,0.9,0,0.9,-1,-9,4
O=C(c1ccc2c(c1)OCO2)N(CC1CCCO1)C1(C(=O)NC2CCCC2)CCCCC1 (configuration not stated),-25,1.1,1.2,1.1,1,5,0.9,-5,-8,-5
CC[n+]1c(C)sc2c3ccsc3ccc21,-2,1.1,1,0.7,1.2,12,0.3,-5,5,34
Cc1cc(Nc2ccc(Cl)cc2)nc(N)n1,6,1,0.9,1,1,19,1,-4,-10,2
CCN=C1SC(CC(=O)NCCc2ccc(OC)c(OC)c2)C(=O)N1CC (configuration not stated),6,1,0.9,0.8,0.9,-7,0.9,-2,-12,16
Cc1ccc(/C=C/c2nc3ccccc3[nH]2)o1,-6,1,1.1,0.8,1.2,31,1.4,-2,-9,19
Cn1c(C(=O)NCCN2CCc3ccccc3C2)cc2c(=O)[nH]c3ccccc3c21,0,1,1,0.5,0.9,12,1,0,-6,50
CCn1c(COc2cccc3cccnc23)nnc1SCC(=O)O,3,1,1,0.8,0.9,-5,0.9,-3,-14,20
CCOc1ccc(NC(=O)c2cc3c(C)nc4ccccc4c3o2)cc1,16,1.1,0.8,0.8,0.8,-7,0.8,-6,-20,17
Cc1cc(C(=O)NCc2ccco2)c2ccccc2n1,-10,1.1,1.1,0.9,1,0,1.1,-5,-3,9
Cc1ccc(-c2c(C(=O)NC(C)C)oc(=O)c3ccccc23)cc1,-8,1.1,1.1,0.9,0.9,-5,0.9,-6,-13,12
N/C(Cc1cccc2ccccc12)=N\OC(=O)c1cccs1,8,0.9,0.9,0.9,0.8,58*,1,6,1,5
CN(C)CCCNC(=O)CC(c1ccc(F)cc1)c1ccco1 (configuration not stated),-1,1.1,1,0.9,1,-4,1.1,-7,-10,10
O=C(Oc1ccc(Cl)c2cccnc12)N1CCCCC1,-2,1.1,1,1,1.1,-11,1.1,-6,2,2
Oc1cccc2ccc[n+](CC(O)Cn3c4ccccc4c4ccccc43)c12 (configuration not stated),8,0.9,0.9,1.1,0.6,91*,0.9,12,18,-8
Clc1ccc(CSc2nnc(CNc3cccc(Cl)c3)o2)cc1,nt,1,0.2,1,0.9,18,0.8,-5,-5,0
O=C(COc1ccccc1)NN1C(=O)CSC1=S,-4,1,1,0.9,1,-6,1,-3,-19,12
O=C(CCC(=O)N(c1ccc(F)cc1)C(C(=O)NC1CCCC1)c1ccncc1)Nc1cccnc1 (configuration not stated),5,1,0.9,1,1.1,-2,1,0,3,3
CCOc1ccc(C(c2c(NC(=O)c3ccccc3)sc(C)c2C)N2CCN(C)CC2)cc1 (configuration not stated),7,1,0.9,0.9,0.9,52*,0.8,0,3,9
COc1ccccc1-c1cc(C(=O)N2CCN(c3ccc(F)cc3)CC2)no1,11,1,0.9,0.8,1,-10,0.9,-1,-15,21
COc1cc(OC)cc(N(C(=O)CNC(=O)c2cccs2)C(C(=O)NCC2CCCO2)c2ccc(OC)c(OC)c2)c1 (configuration not stated),-15,1.1,1.1,0.9,0.8,-3,0.9,-6,-5,11
